LYP inhibition: PTPN22 lymphoid phosphatase activity blockers – biochemical, fluorescence intensity, uHTS (AID 1779); recombinant LYP phosphatase, fluorescence intensity; higher % means a stronger effect; inhibition, % at 11.5 µM; hits with a dose series show IC50 in µM; 0.054% of 290,000 active;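 further: plate controls were vehicle with enzyme for no effect and no enzyme for full effect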
XIAP antagonists: small molecules displacing peptide from XIAP – biochemical, IAP family, fluorescence polarization (AID 1018); XIAP BIR domain, fluorescence polarization peptide displacement; higher % means a stronger effect; one-dose displacement, % at 20 µM; IC50 in µM for titrated hits; 0.007% of 200,000 active; in the data active means displacement above about 50%; further: a part of the inactive calls stands beside numbers as strong as those of hits
SIAH1 antagonists: Siah-1 peptide-binding antagonists, primary screen, biochemical, fluorescence polarization, rhodamine-plectin, uHTS (AID 1817); 0.02% of 290,000 active; one-dose displacement, % at 20 µM; IC50 in µM for titrated hits; Siah-1 / rhodamine-plectin peptide fluorescence polarization; higher % means a stronger effect;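 active means displacement of at least 50% at 20 µM, with a fluorescence ratio check between 0.3 and a set limit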;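 further: plate controls were Siah plus tracer with DMSO for no effect and tracer alone without Siah for full effect; strong numbers were not always called active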
human PMI inhibitors: MPI inhibition at elevated mannose 6-phosphate – biochemical, fluorescence intensity, high mannose 6-phosphate, primary screen (AID 1220); 0.66% of 190,000 active; recombinant PMI enzyme, coupled fluorescence intensity; higher % means a stronger effect; one-dose inhibition, % at 20 µM; IC50 in µM for titrated hits
P. falciparum M1AAP: P. falciparum M1AAP inhibitors, biochemical, fluorogenic H-Leu-NHMec substrate, 1536-well (AID 1445); 0.42% of 220,000 active; recombinant M1AAP, H-Leu-NHMec fluorogenic kinetic assay; higher % means a stronger effect; inhibition, % at 30 µM, or IC50 in µM where a hit was titrated;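 active means primary inhibition above the hit cutoff, then over 50% inhibition at one or more dose response concentrations, cut at about 23% in these data, passing the limit was not always enough; inconclusive means conflicting primary data, or primary hits not chosen for dose response; inactive means low primary inhibition, or under 50% at every dose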;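 further: plate controls were DMSO full reaction for no effect and no enzyme background for full effect; strong numbers were not always called active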
AID2073: disruptors of CaV2.2 binding to Mint1 – biochemical, HTRF (AID 2073); HTRF protein-protein interaction, Mint1-CaV2.2; higher % means a stronger effect; inhibition, % at 20 µM; hits with a dose series show IC50 in µM; 0.19% of 290,000 active; in the data active means inhibition mostly above about 51%, no sharp cut-off; inconclusive means no clear call, values can overlap the other calls; inactive means mostly below about 53%; further: some results filed as inactive read as strong as hits
Dynein cargo inh: blocks dynein driven cargo transport along microtubules; 3617.4 mouse cells, GR-EGFP nuclear translocation imaging; test concentration mostly 20 µM; stimulated with dexamethasone, 1 µM; hits give low values; z-score, hits read low; 0.47% of 220,000 active;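 active means plate z-score of nuclear minus cytoplasmic receptor signal below a set negative limit, without overly bright fluorescence or cell loss, cut at about -3.5 in these data, passing the limit was not always enough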;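 further: z-score of nuclear minus cytoplasmic ring GR-EGFP intensity difference per well; some compounds called inactive have numbers as strong as hits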
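medium = tetracycline-free induction medium containing charcoal-stripped FBS | probe or stimulus = dexamethasone, 1.0 µM final | timing = 48 h induction, then 1 h compound, then 30 min agonist, 37 °C | detection = automated 10x imaging of fixed Hoechst-stained cells | read-out basis = nuclear versus cytoplasmic GR-EGFP signal, averaged per well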
human PMI inhibition: inhibitors of human PMI, primary screen, biochemical, fluorescence intensity, coupled assay (AID 1209). inhibition, % at 20 µM; hits with a dose series show IC50 in µM. purified PMI enzyme, coupled fluorescence intensity; higher % means a stronger effect. 0.42% of 190,000 active;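 further: plate controls were DMSO vehicle for no effect and wells lacking substrate for full effect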
P. falciparum M17LAP: P. falciparum M17LAP inhibitors, primary screen, biochemical, fluorogenic H-Leu-NHMec substrate, 1536-well (AID 1619). recombinant M17LAP, H-Leu-NHMec fluorogenic kinetic assay; higher % means a stronger effect. one-dose inhibition, % at 30 µM; IC50 in µM for titrated hits. 0.38% of 220,000 active;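 active means compound inhibiting the enzyme by more than half at any dose during confirmatory dose-response retesting; inconclusive means strong single-dose inhibitors picked by rank but not retested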;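 further: plate controls were full reaction with DMSO carrier for no effect and no enzyme background for full effect; strong numbers were not always called active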
Dynein cargo inh cytoplasmic EGFP: also measured in Dynein cargo inh; calls as there; z-score; measured here: cytoplasmic GR-EGFP intensity; hits give high values
Dynein cargo inh nuclear GR-EGFP: recorded beside Dynein cargo inh, whose call it bears; z-score; measured here: nuclear GR-EGFP intensity;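 lower value marks the stronger effect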
Dynein cargo inh cell count: recorded beside Dynein cargo inh, whose call it bears; z-score; measured here: cell count per field
Starred values were filed as active, the others as inactive; ? = inconclusive; . = not tested or not shown. Unless noted, no stated cut-off is given here; in the data, active means inhibition above about 50%; inactive means the rest. An unsorted share of the library; about 2.1% have a hit in one of these screens.

SMILES	LYP inhibition	XIAP antagonists	SIAH1 antagonists	human PMI inhibitors	P. falciparum M1AAP	AID2073	Dynein cargo inh	Dynein cargo inh cytoplasmic EGFP	Dynein cargo inh nuclear GR-EGFP	Dynein cargo inh cell count	human PMI inhibition	P. falciparum M17LAP
CC(=O)c1cccc(NC(=O)c2ccc(Br)o2)c1	-9.0%	-1.0%	2.2%	-6.5%	2.1%	-3.4%	-0.504	-0.194	0.216	0.593	-7.7%	4.7%
CC(Sc1nnc2ccccn12)C(=O)Nc1ncc(Cl)cc1Cl (stereo unspecified)	2.2%	-7.9%	-1.4%	14.9%	8.3%	5.6%	-1.15	-0.175	-0.762	0.0491	11.1%	0.0%
Cc1cnc(C)c(N2CCN(Cc3nc(-c4cccc(F)c4F)oc3C)CC2)n1	-5.4%	-4.2%	3.1%	17.8%	1.5%	3.1%	0.751	0.427	0.664	-1.72	16.0%	11.8%
COc1cc(OC)c2cc[nH]c2c1	-4.6%	-6.1%	-2.3%	5.3%	3.9%	-5.0%	-0.5	-0.258	0.664	-0.097	0.4%	-3.5%
CCC/S(C)=N/S(=O)(=O)c1ccc(C)cc1 (stereo unspecified)	1.3%	-2.1%	-2.7%	11.0%	0.3%	-6.4%	1.6	-0.237	1.86	-1.06	4.1%	-6.8%
COc1cccc(/C=N/NC(=O)C(C)n2nnc3ccccc32)c1 (stereo unspecified)	-0.9%	-0.9%	0.8%	6.2%	-1.8%	0.5%	0.0184	-0.00737	-0.361	0.0933	0.1%	12.8%
CCOC(=O)c1[nH]c(C)c(C(=O)N2CCN(c3ccc(F)cc3)CC2)c1C	-0.6%	-4.5%	1.7%	-26.8%	1.3%	-7.8%	-0.429	-0.179	0.167	-0.738	-11.2%	-0.6%
O=C(CC1SCCNC1=O)Nc1ccc(Cl)c(Cl)c1 (stereo unspecified)	-10.5%	-1.1%	-5.5%	-0.8%	2.8%	-5.1%	0.637	-0.326	-0.00119	-0.187	-1.8%	7.1%
COc1ccc(NC(=O)CCSCCC(=O)Nc2ccc(OC)cc2OC)c(OC)c1	-4.4%	-9.4%	-2.9%	3.7%	?	-3.6%	0.306	-0.235	0.503	-0.703	2.9%	12.9%
S=C(NCc1cccnc1)Nc1ccc(Cl)c(Cl)c1	-3.8%	-6.8%	-6.0%	2.3%	-2.1%	-52.2%	0.921	-0.204	0.0607	-0.966	11.8%	4.4%
COc1ccccc1CNS(=O)(=O)c1ccc2c(c1)oc(=O)n2C	-8.6%	-2.8%	2.5%	7.8%	0.9%	2.0%	-0.567	-0.225	-0.282	0.115	0.0%	1.9%
Cc1ccccc1NC(=O)COC(=O)c1ccc(CSc2ccc(Cl)cc2)cc1	-3.0%	-5.8%	-0.9%	18.3%	-2.7%	-4.8%	0.693	-0.244	0.284	-0.746	11.1%	-9.0%
CCCNC(=O)NC(=O)COC(=O)c1ccc(OC)c(S(=O)(=O)N2CCCc3ccccc32)c1	-0.8%	-0.8%	1.0%	15.1%	2.9%	-4.5%	0.22	-0.169	0.439	-0.402	3.2%	2.4%
CCCc1cc(C(=O)Nc2cccnc2Cl)no1	-5.6%	-2.1%	-2.8%	-0.8%	5.7%	-2.5%	-0.705	-0.16	-0.347	0.325	6.2%	-2.4%
O=C(Nc1ccccc1)OC1C2CCC1C(N1CCCCC1)CC2 (stereo unspecified)	-7.4%	-3.0%	-1.7%	-7.3%	1.4%	-4.0%	-1.15	-0.246	-0.476	0.826	-1.9%	5.1%
COc1cc(C)c(Cl)cc1S(=O)(=O)NCc1ccco1	-2.2%	-5.4%	-2.0%	1.9%	8.4%	-2.8%	3.06	-0.227	1.38	-1.48	4.6%	6.2%
CC1CN(C(=O)Nc2ccc3snnc3c2)c2ccccc21 (stereo unspecified)	5.5%	2.9%	1.7%	15.7%	1.4%	4.7%	-0.0978	-0.204	0.173	0.442	14.3%	-4.2%
O=C(CCc1nc2ccccc2[nH]c1=O)OCc1ccc(S(=O)(=O)N2CCOCC2)cc1	1.2%	-4.1%	1.4%	14.1%	9.2%	0.8%	0.0928	-0.286	-0.0881	1.49	17.4%	-2.3%
O=C(O)COCC(=O)N1CCN(C(c2ccccc2)c2ccccc2)CC1	-5.6%	.	11.7%	.	0.6%	-2.8%	1.01	-0.229	0.615	-0.562	.	-1.3%
CCOC(=O)c1cc(-c2ccc(C)cc2)nc2nc(SC)[nH]c(=O)c12	-11.1%	-4.5%	5.7%	-13.2%	2.2%	44.0%	-0.652	-0.293	-0.783	0.291	-10.7%	-6.9%
CCOC(=O)C1(Cc2cccc(OC)c2)CCN(C(C)CC(C)(C)O)CC1 (stereo unspecified)	-10.8%	-1.6%	-2.8%	9.4%	5.2%	-8.7%	0.068	-0.21	-0.234	0.832	7.3%	6.8%
CCOCCCNc1ncnc2c1[nH]c1ccccc12	-8.9%	-3.0%	3.1%	-2.7%	-0.5%	-6.0%	-0.619	-0.202	-0.19	0.522	7.2%	-7.2%
N/C(=N\c1nc2c(c(=O)[nH]1)CCC2)Nc1cccc(Cl)c1	-7.8%	-1.7%	-1.4%	1.2%	3.8%	4.3%	-0.594	0.269	-0.251	0.227	-1.7%	3.5%
CC(C)N1CSC(=S)N(Cc2ccccc2)C1	-5.8%	-7.7%	-0.3%	4.5%	0.6%	-7.3%	-1.03	-0.244	-0.396	0.257	8.0%	3.0%

The final 6 compounds of the part before are carried over, then new ones follow.
SMILES	LYP inhibition	XIAP antagonists	SIAH1 antagonists	human PMI inhibitors	P. falciparum M1AAP	AID2073	Dynein cargo inh	Dynein cargo inh cytoplasmic EGFP	Dynein cargo inh nuclear GR-EGFP	Dynein cargo inh cell count	human PMI inhibition	P. falciparum M17LAP
O=C(O)COCC(=O)N1CCN(C(c2ccccc2)c2ccccc2)CC1	-5.6%	.	11.7%	.	0.6%	-2.8%	1.01	-0.229	0.615	-0.562	.	-1.3%
CCOC(=O)c1cc(-c2ccc(C)cc2)nc2nc(SC)[nH]c(=O)c12	-11.1%	-4.5%	5.7%	-13.2%	2.2%	44.0%	-0.652	-0.293	-0.783	0.291	-10.7%	-6.9%
CCOC(=O)C1(Cc2cccc(OC)c2)CCN(C(C)CC(C)(C)O)CC1 (stereo unspecified)	-10.8%	-1.6%	-2.8%	9.4%	5.2%	-8.7%	0.068	-0.21	-0.234	0.832	7.3%	6.8%
CCOCCCNc1ncnc2c1[nH]c1ccccc12	-8.9%	-3.0%	3.1%	-2.7%	-0.5%	-6.0%	-0.619	-0.202	-0.19	0.522	7.2%	-7.2%
N/C(=N\c1nc2c(c(=O)[nH]1)CCC2)Nc1cccc(Cl)c1	-7.8%	-1.7%	-1.4%	1.2%	3.8%	4.3%	-0.594	0.269	-0.251	0.227	-1.7%	3.5%
CC(C)N1CSC(=S)N(Cc2ccccc2)C1	-5.8%	-7.7%	-0.3%	4.5%	0.6%	-7.3%	-1.03	-0.244	-0.396	0.257	8.0%	3.0%
COc1ccc(-c2csc(NC(=O)c3cccs3)c2C(=O)O)cc1OC	-6.1%	-5.8%	-0.8%	6.7%	19.5%	26.9%	-0.883	-0.313	-0.375	0.761	-16.3%	35.8%
CCC1CCC(c2nnc(-c3ccc([N+](=O)[O-])cc3)o2)CC1 (stereo unspecified)	-7.7%	-7.9%	-8.1%	1.9%	1.3%	11.6%	-0.404	-0.245	-0.048	0.602	7.6%	-5.0%
CCC(=O)NCCNc1nc2cc(C)c(C)cc2cc1C#N	-9.0%	-4.8%	-1.7%	15.3%	9.6%	7.0%	-0.436	0.0094	0.0268	0.208	9.0%	-21.1%
O=C(NCc1ccncc1)c1cncc(Br)c1	-9.5%	-0.4%	-2.0%	-3.1%	15.8%	-8.6%	1.47	-0.255	1.11	-0.96	2.0%	-4.0%
O=C1CSC(c2cccnc2)N1c1ccc(F)cc1 (stereo unspecified)	-0.7%	-0.2%	0.5%	-5.1%	5.5%	3.7%	1.1	-0.0782	0.765	-0.0409	4.5%	9.5%
CSc1nc(SCC(N)=O)c2c3c(sc2n1)CN(C)CC3	-0.4%	2.0%	-0.7%	15.2%	9.1%	-5.4%	-0.55	-0.157	-0.259	-0.137	1.5%	-19.9%
CC1=C(C(=O)Nc2ccccn2)C(c2ccc(Cl)cc2Cl)NC(=S)N1 (stereo unspecified)	-2.8%	-5.6%	7.1%	-4.5%	11.5%	13.8%	-0.882	-0.263	-0.588	1.01	3.4%	-0.1%
O=C(c1ccc(Cl)cc1)c1ccc(CN2C(=O)c3ccccc3C2=O)o1	-7.1%	-5.6%	-2.3%	6.9%	-1.1%	2.3%	3.32	-0.157	1.78	-1.42	6.4%	-6.3%
COc1ccc(C)cc1NC(=O)c1nnn(Cc2cccc(C(F)(F)F)c2)c1N	-2.1%	8.5%	-7.3%	6.3%	7.2%	31.0%	0.167	-0.323	0.278	0.354	4.6%	-7.2%
CCOC(=O)Cn1cnc2c(sc3nc(C)cc(C)c32)c1=O	-3.1%	.	-2.0%	.	7.3%	-2.4%	1.68	-0.238	1.15	-0.804	.	5.0%
CC1C/C(=N/N2C(=O)CSC2=S)CC(C)(C)C1 (stereo unspecified)	-3.9%	-3.8%	0.8%	4.6%	3.5%	-0.2%	0.993	-0.197	0.0975	-1.02	7.6%	71.7%
O=C(c1ccc(NS(=O)(=O)c2cccc3cccnc23)cc1)N1CCCCC1	1.3%	-3.0%	6.4%	0.3%	-4.8%	0.4%	0.216	-0.307	0.267	0.467	1.9%	-7.2%
Cc1ccccc1Nc1nc(N)nc(CSc2nc3ccccc3c(=O)n2C)n1	-5.9%	-4.0%	0.0%	6.7%	11.9%	16.7%	-0.748	0.294	-0.0908	0.109	4.4%	5.1%
Cc1cccc2cc(C#N)c(NCCCn3ccnc3)nc12	-9.6%	-1.2%	2.8%	1.9%	0.3%	1.1%	0.81	-0.239	0.876	-1.18	-12.1%	-24.4%

Compound activity (PubChem)
